TNAP inh hi DEA = TNAP (human) inhibition, high acceptor; inhibition, % at 20 µM; 200,000 compounds, 0.03% hits; P05186; purified TNAP, CDP-star luminescence, 1 M DEA;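 active means over 50% inhibition of tissue-nonspecific alkaline phosphatase at 20 µM in the single-dose screen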;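 further: plate controls were DMSO wells for no effect and EDTA-quenched wells as full inhibition for full effect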
Target sequence (P05186 whole entry, looked up): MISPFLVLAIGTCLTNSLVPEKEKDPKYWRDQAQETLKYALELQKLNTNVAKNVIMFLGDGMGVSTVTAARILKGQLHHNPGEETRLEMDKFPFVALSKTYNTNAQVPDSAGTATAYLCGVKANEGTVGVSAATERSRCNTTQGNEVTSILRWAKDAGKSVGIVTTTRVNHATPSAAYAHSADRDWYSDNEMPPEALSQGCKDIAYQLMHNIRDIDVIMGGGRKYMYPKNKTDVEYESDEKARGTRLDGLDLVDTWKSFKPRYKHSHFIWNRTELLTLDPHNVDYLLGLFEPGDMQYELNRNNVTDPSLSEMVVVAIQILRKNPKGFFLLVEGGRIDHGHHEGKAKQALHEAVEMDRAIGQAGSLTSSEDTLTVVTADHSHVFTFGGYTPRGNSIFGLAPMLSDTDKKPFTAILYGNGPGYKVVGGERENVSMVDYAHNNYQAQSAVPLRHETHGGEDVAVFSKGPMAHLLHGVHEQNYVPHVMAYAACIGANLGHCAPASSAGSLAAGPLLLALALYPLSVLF
TNAP inh noacc = inhibitors of human TNAP without phosphate acceptor | P05186 | purified TNAP, CDP-star luminescence, 30 min | inhibition, % at 20 µM | 200,000 compounds, 0.26% hits;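 active means tissue-nonspecific alkaline phosphatase inhibition above about 50% at 20 µM in the single-dose screen, limit read from the data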;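 further: 0% = DMSO negative control and 100% = EDTA positive control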
bIAP inhibitor = blocks bovine intestinal alkaline phosphatase activity; purified bovine IAP, CDP-star luminescence, 30 min; inhibition, % at 20 µM; 190,000 tested, under 10 active; AID 1019;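 active means over 50% inhibition of intestinal alkaline phosphatase at 20 µM in the single-dose screen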
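Assay system – bovine IAP enzyme · Quantity – bovine IAP at 1/65,000,000 final dilution · Detection – CDP-star luminescence signal · Times – 30 min reaction at room temperature · Also added – CDP-star substrate at 30 µM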
APP transl inh = APP translation inhibition | SH-SY5Y APP 5'UTR-luciferase reporter, luminescence | inhibition, % at 2 µM | 190,000 compounds, 0.82% hits | AID 1285;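 active means inhibition above a set limit, derived from the sample mean plus 3 SD, cut at about 45% in these data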; further: values of inactives mirror those of a sister screen read the other way
Lmaj promast = Leishmania major promastigote growth inhibition. Leishmania major promastigotes, resazurin fluorescence viability. inhibition, % at 10 µM. 200,000 compounds, 9% hits; in the data active means inhibition above about 50%;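 further: promastigotes grown with compound for 44 hours at 28 °C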
RAM inhibit = yeast RAM network inhibition; AID 868; S. cerevisiae dse1pr::URA3 reporter, 5-FOA growth OD615, 2 d; analog-sensitive cbk1-as2 kinase mutant strain; 190,000 compounds, 1.8% hits; inhibition, % at 50 µM;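 active means inhibition above a set limit, 3 SD over mean compound inhibition, cut at about 8.4% in these data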;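 further: 0% = DMSO-only wells with no growth and 100% = 10 µM 1-NA-PP1 full growth; inhibition rescues growth on 5-FOA so higher OD means more RAM inhibition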
FLuc act counter = affects firefly luciferase, flagging false hits in luciferase stimulation screens. P08659. ATPlite luciferase biochemical, luminescence, 10 min; 0 = ATP-free wells, 1 = DMSO control. activation factor at 10 µM. 200,000 tested, under 10 active. AID 1027;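 active means luciferase activation factor, scaled between plate controls, of at least 2 with compound at 10 µM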
Target sequence (P08659 whole entry, looked up): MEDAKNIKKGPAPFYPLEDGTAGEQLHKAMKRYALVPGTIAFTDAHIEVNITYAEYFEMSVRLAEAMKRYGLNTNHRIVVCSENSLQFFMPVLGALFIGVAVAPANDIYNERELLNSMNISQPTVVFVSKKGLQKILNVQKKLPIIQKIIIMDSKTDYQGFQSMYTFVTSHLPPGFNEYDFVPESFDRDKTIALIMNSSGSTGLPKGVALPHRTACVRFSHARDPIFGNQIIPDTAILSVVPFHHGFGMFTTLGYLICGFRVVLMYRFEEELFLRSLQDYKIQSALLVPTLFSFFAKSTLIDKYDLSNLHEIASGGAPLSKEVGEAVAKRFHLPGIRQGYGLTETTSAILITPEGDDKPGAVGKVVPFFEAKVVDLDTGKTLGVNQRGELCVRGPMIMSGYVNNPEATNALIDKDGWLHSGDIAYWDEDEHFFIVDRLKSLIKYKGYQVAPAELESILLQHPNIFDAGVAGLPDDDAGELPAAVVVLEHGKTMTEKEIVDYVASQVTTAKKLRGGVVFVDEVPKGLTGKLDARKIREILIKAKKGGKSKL
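Material: Luciferase/luciferin reagent mix; Doses: test compounds dosed from 2 mM stocks in 100% DMSO; Schedule: 10 min incubation after luciferase reagent addition, room temperature; Measured by: luminescence from luciferase reaction; Read-out: luminescence gain marking luciferase activators.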
FLuc inhib CS = inhibits firefly luciferase, flagging false hits in luciferase inhibition screens | P08659 | ATPLite firefly luciferase biochemical luminescence, 10 min | inhibition, % at 10 µM | 200,000 compounds, 1.5% hits | AID 1006;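 active means inhibition above about 50% when tested at 10 µM, limit read from the data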
bIAP activator = increases bovine intestinal alkaline phosphatase activity. activation factor at 20 µM. purified bovine IAP, CDP-star luminescence, 30 min; hits give high values; fold of DMSO-control signal, blank-subtracted. AID 1016. 200,000 compounds, 0.17% hits;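 active means activation factor of 2 or more at 20 µM, a signal rise over negative controls twice the positive control's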
TNAP act hi DEA = activators of human TNAP at high phosphate acceptor concentration; purified TNAP, CDP-star luminescence, 1 M DEA, 30 min; hits give high values; 0 = EDTA background, 1 = DMSO-only activity; activation factor at 20 µM; P05186; 200,000 tested, under 10 active;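 active means activation factor at least 2 at 20 µM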
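Assay system: human TNAP; Input: enzyme diluted 1/800 final; Reagent: CDP-star luminogenic substrate at 100 µM final; Timing: 30 min, room temperature; Signal: luminescence; Evaluation: TNAP activation factor scaled between EDTA and DMSO control wells.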
* = called active by the depositor.

What do the screens show for `CCOc1cc2c(cc1/C=C1/NC(=O)N(CC(=O)OC)C1=O)OCO2`?
TNAP inh hi DEA: 2; TNAP inh noacc: -8; bIAP inhibitor: -4; APP transl inh: 22; Lmaj promast: -5; RAM inhibit: 2.9; FLuc act counter: 1; FLuc inhib CS: -4; bIAP activator: 1; TNAP act hi DEA: 1

Results for CCOC(=O)C1=C(NC(=S)NC(=O)c2ccccc2)c2ccccc2CC1(C)CC (stereo not given) ?
TNAP inh hi DEA: 5; TNAP inh noacc: -19; bIAP inhibitor: -5; APP transl inh: 16; Lmaj promast: 17; RAM inhibit: 11*; FLuc act counter: 1; FLuc inhib CS: -2; bIAP activator: 1; TNAP act hi DEA: 1

What do the screens show for `O=C(CN1C(=O)c2ccccc2S1(=O)=O)N1CCOCC1`?
TNAP inh hi DEA: -2; TNAP inh noacc: -9; bIAP inhibitor: 11; APP transl inh: -29; Lmaj promast: -8; RAM inhibit: 2.2; FLuc act counter: 1; FLuc inhib CS: 1; bIAP activator: 0.9; TNAP act hi DEA: 1

What do the screens show for `COc1ccc(CN2C(=O)NC3(CCCC3)C2=O)cc1F`?
TNAP inh hi DEA: 2; TNAP inh noacc: -2; bIAP inhibitor: 2; APP transl inh: -9; Lmaj promast: 2; RAM inhibit: 0.4; FLuc act counter: 1; FLuc inhib CS: -3; bIAP activator: 1; TNAP act hi DEA: 1

What do the screens show for `CC1CCN(CCCCOc2ccc(Br)cc2)CC1`?
TNAP inh hi DEA: -1; TNAP inh noacc: -2; bIAP inhibitor: 9; APP transl inh: 0; Lmaj promast: 99*; RAM inhibit: 0.1; FLuc act counter: 1; FLuc inhib CS: -3; bIAP activator: 0.9; TNAP act hi DEA: 1

What do the screens show for `Cc1cc(C)cc(NC(=O)NCc2nnc(SCc3ccccc3)n2C)c1`?
TNAP inh hi DEA: -7; TNAP inh noacc: -18; bIAP inhibitor: -12; APP transl inh: 7; Lmaj promast: 7; RAM inhibit: 1.5; FLuc act counter: 1.1; FLuc inhib CS: -5; bIAP activator: 1.1; TNAP act hi DEA: 1.1

How did Cc1ccc(-c2nn(CCC(=O)NCC3CCCO3)c(=O)c3ccccc23)cc1 (stereo not given) do in these assays?
TNAP inh hi DEA: 2; TNAP inh noacc: -1; bIAP inhibitor: -6; APP transl inh: 2; Lmaj promast: -4; RAM inhibit: 0.4; FLuc act counter: 1; FLuc inhib CS: 0; bIAP activator: 1.1; TNAP act hi DEA: 1

Results for Cc1nn(-c2ccccc2)c(Cl)c1/C=N/O ?
TNAP inh hi DEA: -4; TNAP inh noacc: -8; bIAP inhibitor: 9; APP transl inh: -7; Lmaj promast: -8; RAM inhibit: -0.8; FLuc act counter: 1; FLuc inhib CS: -3; bIAP activator: 0.9; TNAP act hi DEA: 1

What do the screens show for `CC(C)Cn1c(C(C)C)nc([N+](=O)[O-])c1S(=O)(=O)c1ccc(F)cc1`?
TNAP inh hi DEA: 0; TNAP inh noacc: -8; bIAP inhibitor: 1; APP transl inh: -15; Lmaj promast: 96*; RAM inhibit: 4.5; FLuc act counter: 1.1; FLuc inhib CS: -7; bIAP activator: 1; TNAP act hi DEA: 1

Results for Nc1nonc1-c1nc2ccccc2n1CC(=O)N1CCN(c2ccc(F)cc2)CC1 ?
TNAP inh hi DEA: -2; TNAP inh noacc: -8; bIAP inhibitor: 10; APP transl inh: -3; Lmaj promast: 2; RAM inhibit: 2.2; FLuc act counter: 1.1; FLuc inhib CS: -9; bIAP activator: 0.9; TNAP act hi DEA: 1

Results for NC(=O)c1oc2ccccc2c1NC(=O)c1nc2ccccc2s1 ?
TNAP inh hi DEA: -2; TNAP inh noacc: -4; bIAP inhibitor: -7; APP transl inh: -3; Lmaj promast: -6; RAM inhibit: 2.2; FLuc act counter: 1; FLuc inhib CS: 1; bIAP activator: 1.1; TNAP act hi DEA: 1

How did O=C(Nc1cccc(C(F)(F)F)c1)C12CC3CC(CC(C3)C1)C2 do in these assays?
TNAP inh hi DEA: -4; TNAP inh noacc: -11; bIAP inhibitor: 13; APP transl inh: 6; Lmaj promast: -7; RAM inhibit: 1.2; FLuc act counter: 1; FLuc inhib CS: -1; bIAP activator: 0.9; TNAP act hi DEA: 1

Results for CCn1c(C)nc2c(=O)oc3ccccc3c21 ?
TNAP inh hi DEA: -1; TNAP inh noacc: -5; bIAP inhibitor: 9; APP transl inh: 4; Lmaj promast: 33; RAM inhibit: 2.2; FLuc act counter: 1; FLuc inhib CS: -2; bIAP activator: 0.9; TNAP act hi DEA: 1

Results for COc1ccc(C2CC(c3c(O)cc(C)oc3=O)=NCCS2)c(OC)c1 (stereo not given) ?
TNAP inh hi DEA: 0; TNAP inh noacc: -1; bIAP inhibitor: 0; APP transl inh: 93*; Lmaj promast: 20; RAM inhibit: 2.8; FLuc act counter: 0.6; FLuc inhib CS: 38; bIAP activator: 1; TNAP act hi DEA: 1

How did C=CCOC(=O)CCC(=O)Nc1cc(OC)nc(OC)n1 do in these assays?
TNAP inh hi DEA: -5; TNAP inh noacc: -9; bIAP inhibitor: -3; APP transl inh: -4; Lmaj promast: -6; RAM inhibit: 0.7; FLuc act counter: 1.1; FLuc inhib CS: -6; bIAP activator: 1; TNAP act hi DEA: 1.1

Results for CC1Sc2ccc(Cl)cc2-c2nc(N)ncc21 (stereo not given) ?
TNAP inh hi DEA: -5; TNAP inh noacc: -3; bIAP inhibitor: -8; APP transl inh: 6; Lmaj promast: 7; RAM inhibit: -1.4; FLuc act counter: 1; FLuc inhib CS: -2; bIAP activator: 1.1; TNAP act hi DEA: 1

What do the screens show for `Cc1cc(C)c(S(=O)(=O)n2ccc(-c3ccc(OCCN(C)c4ccccn4)cc3)n2)c(C)c1`?
TNAP inh hi DEA: -4; TNAP inh noacc: -7; bIAP inhibitor: 3; APP transl inh: -1; Lmaj promast: 28; RAM inhibit: -1.6; FLuc act counter: 1; FLuc inhib CS: -2; bIAP activator: 1; TNAP act hi DEA: 1

How did COc1cccc(CN2CCN(C(=S)NCc3ccc(Cl)cc3)CC2)c1 do in these assays?
TNAP inh hi DEA: -5; TNAP inh noacc: -9; bIAP inhibitor: -15; APP transl inh: 12; Lmaj promast: 89*; RAM inhibit: 1.0; FLuc act counter: 1.1; FLuc inhib CS: -7; bIAP activator: 1.1; TNAP act hi DEA: 1.1

How did Cc1ccc(C)c(S(=O)(=O)N/N=C2/CCCc3ccccc32)c1 do in these assays?
TNAP inh hi DEA: -3; TNAP inh noacc: -21; bIAP inhibitor: 9; APP transl inh: 6; Lmaj promast: 9; RAM inhibit: 2.2; FLuc act counter: 1; FLuc inhib CS: 0; bIAP activator: 0.9; TNAP act hi DEA: 1

Results for CCN(c1ccccc1)c1nc2ccsc2c(=O)s1 ?
TNAP inh hi DEA: -2; TNAP inh noacc: -9; bIAP inhibitor: 42; APP transl inh: -1; Lmaj promast: 4; RAM inhibit: 8.5*; FLuc act counter: 1; FLuc inhib CS: 2; bIAP activator: 0.6; TNAP act hi DEA: 1

Results for CC(Nc1n[nH]c(=O)[nH]c1=O)C(=O)N/N=C/c1cccs1 (stereo not given) ?
TNAP inh hi DEA: -4; TNAP inh noacc: -12; bIAP inhibitor: 0; APP transl inh: -3; Lmaj promast: -7; RAM inhibit: -0.9; FLuc act counter: 1.1; FLuc inhib CS: -8; bIAP activator: 1; TNAP act hi DEA: 1

What do the screens show for `O=C(c1cc2c(cc1Br)OCCCO2)N1CCCCC1`?
TNAP inh hi DEA: 0; TNAP inh noacc: -2; bIAP inhibitor: 1; APP transl inh: -8; Lmaj promast: -3; RAM inhibit: -0.5; FLuc act counter: 1.1; FLuc inhib CS: -11; bIAP activator: 1; TNAP act hi DEA: 1

Results for Brc1ccc(N=C/C=C/C=C/Nc2ccc(Br)cc2)cc1 ?
TNAP inh hi DEA: -6; TNAP inh noacc: 0; bIAP inhibitor: 25; APP transl inh: -5; Lmaj promast: -1; RAM inhibit: 1.5; FLuc act counter: 1.1; FLuc inhib CS: -7; bIAP activator: 0.7; TNAP act hi DEA: 1.1

What do the screens show for `O=C(Cn1nnc(-c2ccccc2F)n1)Nc1ccc(S(=O)(=O)NC2CCCC2)cc1`?
TNAP inh hi DEA: -3; TNAP inh noacc: 7; bIAP inhibitor: 7; APP transl inh: 13; Lmaj promast: 0; RAM inhibit: 1.8; FLuc act counter: 1; FLuc inhib CS: 1; bIAP activator: 0.9; TNAP act hi DEA: 1

What do the screens show for `CCCn1c(CN2CCN(C)CC2)nc2ccccc21`?
TNAP inh hi DEA: -9; TNAP inh noacc: -12; bIAP inhibitor: 5; APP transl inh: 1; Lmaj promast: -3; FLuc act counter: 1.1; FLuc inhib CS: -7; bIAP activator: 0.9; TNAP act hi DEA: 1.1

Results for O=C(CC1N=C2c3ccccc3N=C(SCc3ccc(Cl)cc3)N2C1=O)NCc1ccco1 (stereo not given) ?
TNAP inh hi DEA: -3; TNAP inh noacc: 2; bIAP inhibitor: -12; APP transl inh: -9; Lmaj promast: 27; RAM inhibit: 1.5; FLuc act counter: 1.1; FLuc inhib CS: -7; bIAP activator: 1.1; TNAP act hi DEA: 1

How did CCOC(=O)CN1C(=O)C(Sc2n[nH]c(-c3ccc(C)cc3)n2)CCc2ccccc21 (stereo not given) do in these assays?
TNAP inh hi DEA: -1; TNAP inh noacc: 18; bIAP inhibitor: -9; APP transl inh: 12; Lmaj promast: 27; RAM inhibit: 2.2; FLuc act counter: 1; FLuc inhib CS: -4; bIAP activator: 1.1; TNAP act hi DEA: 1

What do the screens show for `COc1ccc(C(=O)NCc2ccc3[nH]c(C)cc3c2)cc1OC`?
TNAP inh hi DEA: -3; TNAP inh noacc: -11; bIAP inhibitor: 1; APP transl inh: -9; Lmaj promast: 1; RAM inhibit: 4.4; FLuc act counter: 1; FLuc inhib CS: -2; bIAP activator: 1; TNAP act hi DEA: 1

How did Cc1ccc(C(=O)Nc2nc(=O)n(C(=O)C3CC3)s2)cc1 do in these assays?
TNAP inh hi DEA: -4; TNAP inh noacc: 1; bIAP inhibitor: 16; APP transl inh: -4; Lmaj promast: -1; RAM inhibit: 3.1; FLuc act counter: 0.9; FLuc inhib CS: 7; bIAP activator: 0.8; TNAP act hi DEA: 1

How did Cc1cccc(C)c1NC(=O)CSc1nc2ccccc2c(=O)[nH]1 do in these assays?
TNAP inh hi DEA: 0; TNAP inh noacc: -8; bIAP inhibitor: 5; Lmaj promast: -6; RAM inhibit: 2.0; FLuc act counter: 1; FLuc inhib CS: -3; bIAP activator: 0.9; TNAP act hi DEA: 1

What do the screens show for `CCc1[nH]nc2c1C(c1cccnc1)C(C#N)=C(N)O2` (stereo not given)?
TNAP inh hi DEA: 1; TNAP inh noacc: -8; bIAP inhibitor: 4; APP transl inh: 18; Lmaj promast: 3; RAM inhibit: 0.6; FLuc act counter: 1; FLuc inhib CS: -5; bIAP activator: 1; TNAP act hi DEA: 1

Assay outcomes from PubChem.
